Efflux pump inh = blocks antifungal efflux pumps in multiplex yeast assay | AID 485275 | actives 0.44% (n = 330,000) | S. cerevisiae Candida pump triplex, Nile Red efflux | inhibition, % at 10 µM;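 active means plate passing quality check with inhibition over a set limit, or well fluorescence over plate mean plus 4 SD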;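 further: Nile Red retained in pooled yeast measured as flow cytometry median fluorescence; 0% = buffer negative control and 100% = Enniatin B positive control; higher means more Nile Red kept so more efflux inhibition; some compounds called inactive have numbers as strong as hits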
BCLXL inh = inhibitors of human Bcl-xL; Q07817; GST-Bcl-xL / FITC-Bim BH3 peptide fluorescence polarization; inhibition, % at 10.9 µM; actives 0.7% (n = 320,000);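 active means inhibition above the mean of all tested compounds plus 3 SD, cutoff set per campaign, cut at about 30% in these data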;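 further: 0% = DMSO wells and 100% = unlabeled Bim-BH3 peptide competitor; inhibitors lower millipolarization by displacing the labeled peptide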
Target sequence (Q07817 whole entry, looked up): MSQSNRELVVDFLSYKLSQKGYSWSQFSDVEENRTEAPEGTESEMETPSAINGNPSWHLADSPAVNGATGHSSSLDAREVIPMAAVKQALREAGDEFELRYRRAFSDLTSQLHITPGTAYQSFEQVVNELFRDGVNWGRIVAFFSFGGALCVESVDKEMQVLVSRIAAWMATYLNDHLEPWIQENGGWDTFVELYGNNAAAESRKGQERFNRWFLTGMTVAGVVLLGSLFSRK
PME-1 inh = blocks human protein phosphatase methylesterase 1 | recombinant PME-1, FP-Rh probe fluorescence polarization | inhibition, % at 5.9 µM | actives 0.53% (n = 320,000) | AID 2130;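 active means inhibition above the campaign mean of all compounds plus 3 SD, cut at about 26% in these data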;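 further: competitive labeling of PME-1 active site by serine hydrolase directed probe; 0% = PME-1 with DMSO and 100% = wells lacking PME-1 enzyme; inhibitors block probe labeling so polarization falls and inhibition rises; many of its hits are not listed in these tables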
Target sequence (Q9Y570 whole entry, looked up): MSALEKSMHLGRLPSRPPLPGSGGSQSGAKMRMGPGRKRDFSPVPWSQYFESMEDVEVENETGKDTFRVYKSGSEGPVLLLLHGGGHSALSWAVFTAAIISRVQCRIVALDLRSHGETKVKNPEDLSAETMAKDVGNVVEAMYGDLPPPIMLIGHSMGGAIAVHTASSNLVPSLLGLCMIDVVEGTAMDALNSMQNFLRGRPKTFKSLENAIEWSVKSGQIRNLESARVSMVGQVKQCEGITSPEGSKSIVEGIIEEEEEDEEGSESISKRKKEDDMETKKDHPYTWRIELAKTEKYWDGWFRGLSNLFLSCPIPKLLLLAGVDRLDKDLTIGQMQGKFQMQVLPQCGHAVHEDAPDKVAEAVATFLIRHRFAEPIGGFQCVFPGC
GRK2 aptamer HTS = inhibitors of human GRK2 displacing RNA aptamer. bead flow cytometry, FAM-aptamer displacement from GRK2. inhibition of aptamer binding, % at 10 µM. actives 0.59% (n = 330,000);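 active means inhibition of aptamer binding above 40%, roughly 3 SD of noise, on plates passing a quality check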;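 further: median bead fluorescence of bound FAM aptamer so fluorescent compounds give negative values; no value below 0 was filed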
Fam108B counter = blocks mouse Fam108B hydrolase in RBBP9 counter-screen; inhibition, % at 9.51 µM; AID 1947; actives 0.33% (n = 300,000); recombinant Fam108B, FP-Rh probe fluorescence polarization;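 active means inhibition above the screen mean inhibition plus 3 SD, computed separately per campaign, cut at about 18% in these data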;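 further: inhibitors lower polarization as less probe binds the enzyme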
MEX-5 binding = C. elegans MEX-5 TCR-2 RNA binding activity | MEX-5/FITC-TCR2 RNA binding, fluorescence polarization; stronger effect = lower value | Q9XUB2 | actives 0.38% (n = 300,000) | activity score (negative = inhibition of binding), % at 10 µM;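 active means inhibition past about -25% in most replicates, and total fluorescence under double the plate's negative control median, limit read from the data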;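 further: 0% = DMSO and -100% = 5 µM competing unlabeled TCR2 RNA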
MCL1 BIM primary = disrupts human MCL1 binding to BIM-BH3 peptide. GST-MCL1 / FITC-Bim-BH3 fluorescence polarization. inhibition, % at 10.9 µM. actives 0.68% (n = 320,000);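 active means inhibition above the mean inhibition of all tested compounds plus 3 SD, set per campaign, cut at about 40% in these data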;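 further: 0% = DMSO wells and 100% = unlabeled Bim-BH3 peptide control; higher means more loss of mP so more displacement of Bim peptide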
Target sequence (Q07820 whole entry, looked up): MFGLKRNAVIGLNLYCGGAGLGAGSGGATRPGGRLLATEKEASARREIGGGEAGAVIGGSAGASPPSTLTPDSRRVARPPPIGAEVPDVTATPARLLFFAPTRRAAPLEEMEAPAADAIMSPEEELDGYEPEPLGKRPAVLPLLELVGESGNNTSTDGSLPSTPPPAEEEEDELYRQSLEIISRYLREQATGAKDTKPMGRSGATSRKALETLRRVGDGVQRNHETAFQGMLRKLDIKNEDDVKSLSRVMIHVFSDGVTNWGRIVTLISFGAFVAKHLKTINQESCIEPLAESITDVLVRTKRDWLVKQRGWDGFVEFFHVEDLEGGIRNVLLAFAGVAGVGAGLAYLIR
VLA-4 inh = inhibition in a human VLA-4 binding assay; AID 2557; inhibition, % (about 7 µM as worked out from the volumes in the protocol); P13612; VLA-4 expressing cells, ligand binding flow cytometry; actives 0.2% (n = 330,000); in the data active means inhibition above about 50%
GLD-1 RNA inh = GLD-1-TGE RNA interaction inhibition (C. elegans); Q17339; purified GLD-1 + fluorescein TGE RNA, fluorescence polarization; inhibition, % at 5.96 µM; actives 0.44% (n = 320,000); AID 2280;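 active means percent inhibition above a per-plate cutoff, the plate mean of test compounds plus 3 SD, cut at about 30% in these data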;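 further: 0% = DMSO wells with GLD-1 and probe and 100% = wells lacking GLD-1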
Active calls of the source: *; · = not tested or not shown.

SMILES | Efflux pump inh | BCLXL inh | PME-1 inh | GRK2 aptamer HTS | Fam108B counter | MEX-5 binding | MCL1 BIM primary | VLA-4 inh | GLD-1 RNA inh
COc1ccc2[nH]c(=O)c(CN(Cc3cccs3)C(=S)Nc3ccccc3)cc2c1 | 0.2 | 4.9 | 2.5 | 1.0 | -17.3 | 2.3 | 7.5 | -17.1 | 6.3
CN(CC(=O)Nc1ccc(N2CCOCC2)cc1)C(=O)c1cc(S(=O)(=O)N(C)C)ccc1Cl | 0.6 | 0.8 | 1.1 | 3.0 | -2.5 | 1.0 | -2.0 | -2.7 | 0.8
O=C(NC(=S)NCC1CCCO1)c1cccc([N+](=O)[O-])c1 (stereo not given) | 0.0 | -2.3 | -6.9 | 2.0 | 1.8 | 0.2 | -3.0 | -7.3 | -0.7
COc1ccccc1NC(=O)CSc1nc2sc(C)c(C)c2c(=O)n1Cc1ccco1 | 0.0 | 0.1 | -8.7 | 1.0 | -8.9 | -4.2 | 0.3 | 16.1 | 2.6
COc1ccc(NC(=O)C2CC(=O)N(C)C(=Nc3ccc4c(c3)OCO4)S2)cc1 (stereo not given) | 0.1 | 1.2 | 0.5 | 1.0 | -1.7 | -0.7 | -0.8 | -11.4 | 8.2
COc1ccccc1N1CCN(C(=O)CCC(=O)N2CCN(c3ccccc3OC)CC2)CC1 | 0.5 | 0.8 | -3.3 | 1.0 | 2.0 | -2.1 | -0.1 | 10.1 | -9.8
C[N+](C)(CC#Cc1ccccc1)CC(=O)c1ccccc1 | 0.0 | 2.7 | 1.1 | 0.0 | 0.1 | 0.4 | -1.4 | 14.0 | 1.2
Cc1ccc(N(C(=O)c2ccc(Br)o2)C2C=CS(=O)(=O)C2)cc1 (stereo not given) | 0.0 | -1.4 | 0.2 | 0.0 | -3.5 | -4.3 | 2.2 | -20.7 | 1.4
COc1cc(C2c3[nH]c4ccccc4c3C[C@@H]3C(=O)N(Cc4ccco4)CC(=O)N23)cc(OC)c1OC (stereo not given in full) | 0.0 | 3.2 | -3.1 | 0.0 | 0.3 | 0.4 | 4.5 | 2.1 | 3.5
Cc1ccc(/C=N/NC(=O)CSc2nnc(-c3ccc(Cl)cc3)n2-c2ccccc2)o1 | 0.3 | 9.7 | 5.8 | 5.0 | 4.8 | 0.8 | 15.9 | 7.7 | 1.1
Clc1cccc(Cl)c1/C=C/c1ccn[nH]1 | 0.2 | 2.4 | 7.5 | 3.0 | 5.5 | -0.2 | -2.4 | -10.5 | -3.7
CC1CCC(NC(=O)c2ccc(NC(=O)CC3SC(N4CCCC4)=NC3=O)cc2)CC1 (stereo not given) | -0.3 | 3.7 | 1.9 | 0.0 | 1.7 | 3.7 | 3.5 | 5.6 | -2.1
COC(=O)c1cc(OC)nc2ccc(Br)cc12 | 0.2 | -5.0 | -7.0 | 4.0 | -5.5 | 2.1 | -13.1 | -5.7 | -4.1
CCOC(=O)Oc1ccc2c(c1)C(C)=CC(C)(C)N2C(=O)OCC | -0.1 | 2.9 | 0.3 | 4.0 | 1.6 | -1.9 | 1.1 | -1.8 | 3.3
O=S(=O)(NC1c2cccc3cccc(c23)C1N1CCNCC1)c1ccccc1 (stereo not given) | 0.1 | -0.7 | 2.9 | 0.0 | 2.9 | -1.1 | 1.2 | 9.3 | -3.7
NC(=O)c1ccc(Oc2ccc(Cl)cc2)c([N+](=O)[O-])c1 | 0.0 | -0.8 | 6.1 | 2.0 | -4.2 | 0.8 | 7.5 | 23.4 | -3.3
Cc1ccccc1CN(C)c1ccc(S(=O)(=O)N2CCN(C)CC2)cn1 | -0.1 | -2.1 | 7.0 | 0.0 | · | · | -5.9 | 9.5 | 3.1
COc1ccc(CN2CCN(S(=O)(=O)c3ccc(C)cc3)CC2)cc1OC | -0.1 | 5.0 | 2.1 | 0.0 | 2.9 | 0.6 | 7.2 | 21.2 | 5.5
CC1CCN(CCNC(=O)CN(C)S(=O)(=O)c2cccc3nsnc23)CC1 | -0.2 | 0.9 | -2.0 | 7.0 | 6.6 | 0.9 | 2.9 | 4.4 | 1.4
Cc1ccsc1C(=O)NNC(=O)CCN1CCN(c2ccccc2)CC1 | 0.1 | 5.8 | -5.5 | 0.0 | -1.8 | 1.9 | 9.4 | -1.7 | 3.7
CC1CCCN(c2nc3nonc3nc2Nc2ccccc2F)C1 (stereo not given) | 0.0 | -1.2 | -0.5 | 2.0 | -0.4 | 0.6 | -0.1 | -4.4 | 3.5
Cc1c(Cl)cccc1NC(=O)c1cccnc1 | -0.1 | -0.3 | -1.9 | 0.0 | -3.0 | -0.8 | 5.1 | 5.2 | 2.6
CCCCCCCCCCOC(=O)Cn1c(COc2ccccc2C)[n+](C)c2ccccc21 | 0.3 | 5.6 | -3.2 | 0.0 | 1.8 | 3.5 | -0.5 | 14.1 | 1.5
COc1cc(CC(=O)OCC(=O)Nc2ccc(S(=O)(=O)N3CCCC3)cc2)cc(OC)c1OC | -0.3 | 0.8 | -2.9 | 0.0 | -4.2 | 1.2 | 0.3 | 0.9 | 6.0
CCOC(=O)c1ccc(OC(=O)CCCCCN=C(N)N)cc1 | 0.0 | -5.5 | 1.4 | 3.0 | -1.1 | -2.9 | -9.5 | 11.8 | -0.2
O=C(Nc1ccc(C(F)(F)F)cc1-c1ccccc1)c1ccccc1 | -4.3 | 1.5 | -6.2 | 0.0 | -1.2 | -0.2 | -2.4 | 2.3 | 0.3
Cc1ccc(N2CCC(N3CCN(C)C(CCO)C3)CC2)cc1 (stereo not given) | -0.1 | 12.1 | -5.4 | 26.0 | -2.6 | -3.3 | 3.2 | -12.9 | 5.3
CN(C)CCCNC(=O)/C(=C\C=C\c1ccccc1)NC(=O)c1ccc([N+](=O)[O-])cc1 | -0.2 | -1.1 | -4.5 | 0.0 | -1.8 | -3.0 | 0.8 | 6.5 | 8.0
CC(C)Cc1nnc(NC(=O)CCC(=O)NCCc2ccccc2)s1 | 0.1 | -0.4 | -6.4 | 0.0 | 3.5 | -1.4 | -7.4 | -1.2 | 7.8
O=C(c1ccc(Cn2cnnn2)cc1)N1CCCC(Nc2ccc(F)c(F)c2)C1 (stereo not given) | 0.0 | 13.0 | -0.2 | 0.0 | -2.8 | -1.4 | 17.8 | 5.9 | 6.0
Cc1ccc(SC(=O)c2c([N+](=O)[O-])c(C)nn2C)cc1 | -0.1 | 1.9 | -0.8 | 0.0 | 1.2 | -1.7 | 7.2 | 12.8 | 3.9
Cc1cn2c(=O)c(C(=O)N3CCN(c4ccccc4Cl)CC3)cnc2s1 | 0.0 | 2.4 | -3.7 | 2.0 | 2.9 | 0.3 | -2.5 | 9.6 | -0.8
CC1Cc2nc(SCC(=O)N3CCCc4ccccc43)n(C)c(=O)c2S1 (stereo not given) | 0.0 | 0.1 | 6.8 | 0.0 | 4.2 | 1.5 | 1.8 | 0.0 | 2.2
COCCCNC(NC(=O)c1ccc(Br)cc1)C(Cl)(Cl)Cl (stereo not given) | -0.1 | 5.2 | -3.0 | 0.0 | 8.2 | -1.9 | 10.8 | -13.0 | 2.6
COc1ccccc1CNCc1cc(OC)c(OC)c(OC)c1 | -0.1 | -3.0 | -2.2 | 0.0 | -1.1 | 3.1 | 3.1 | 13.2 | -2.9
Cc1noc(NS(=O)(=O)c2ccc(N/C=C/C(=O)c3ccncc3)cc2)c1C | 0.0 | 6.0 | 2.0 | 1.0 | 1.2 | -0.7 | 3.2 | 15.4 | 1.6
CC(C)(C)NC(=O)c1ccc(NC(=O)CSc2ccccc2)cc1 | 0.3 | 3.6 | -2.3 | 1.0 | 5.9 | -1.1 | 4.5 | 5.5 | 3.1
c1ccc(Cn2c(NCc3ccco3)nc3ccccc32)cc1 | -0.1 | 2.4 | 5.6 | 0.0 | 1.9 | 4.3 | 7.1 | 11.3 | -1.0
CN(C)CCNC(=O)CN1C(=O)CSc2ccc(S(=O)(=O)N3CCCCC3)cc21 | -0.1 | -0.9 | 3.3 | 4.0 | -4.5 | -1.6 | -0.9 | 18.0 | 0.1
Cc1cnc(NC(=O)CSc2nnc(CNc3ccc(F)cc3)n2CC2CCCO2)s1 (stereo not given) | -0.2 | 3.4 | 5.7 | 0.0 | 0.9 | -1.6 | 0.9 | 27.1 | 9.2

Laid out differently: results already given
Results follow in this order: Efflux pump inh, BCLXL inh, PME-1 inh, GRK2 aptamer HTS, Fam108B counter, MEX-5 binding, MCL1 BIM primary, VLA-4 inh, GLD-1 RNA inh
- COc1ccccc1CNCc1cc(OC)c(OC)c(OC)c1
→ -0.1, -3.0, -2.2, 0.0, -1.1, 3.1, 3.1, 13.2, -2.9
- Cc1noc(NS(=O)(=O)c2ccc(N/C=C/C(=O)c3ccncc3)cc2)c1C
→ 0.0, 6.0, 2.0, 1.0, 1.2, -0.7, 3.2, 15.4, 1.6

Additional structures
SMILES | Efflux pump inh | BCLXL inh | PME-1 inh | GRK2 aptamer HTS | Fam108B counter | MEX-5 binding | MCL1 BIM primary | VLA-4 inh | GLD-1 RNA inh
CCOc1cc(N2CCOCC2)c(OCC)cc1NC(=O)CN1C(=O)NC(CC(C)C)C1=O (stereo not given) | -0.1 | -0.3 | 0.1 | 3.0 | 2.0 | -0.4 | 2.7 | -7.7 | -3.6
COc1ccc(C(=O)Cn2nnc(-c3ccccc3F)n2)cc1 | 0.0 | 1.2 | 5.0 | 0.0 | 2.2 | 1.9 | 5.8 | -9.2 | 4.7
COc1cccc2[nH]c3c(N4CCC5(CC4)OCCO5)ncnc3c12 | -0.2 | 3.0 | 0.6 | 3.0 | 0.4 | -0.5 | -6.5 | -6.3 | 2.6
O=C(O)/C=C/C(=O)Nc1ccc(C2(c3ccc(NC(=O)/C=C/C(=O)O)cc3)c3ccccc3-c3ccccc32)cc1 | 0.0 | 11.2 | 4.9 | 0.0 | 0.0 | 0.0 | 11.6 | 5.4 | -0.5
Cc1ccc(C)c(OCCCN2CCCC2)c1 | 0.1 | 5.2 | -1.4 | 0.0 | -0.4 | -3.7 | 1.0 | 9.7 | 8.5
Cc1csc(NC(=O)C2=NN(c3ccccc3)C(=O)CC2)n1 | -0.1 | 5.2 | -1.4 | 0.0 | 2.5 | 0.2 | -5.9 | 9.3 | -6.9
N#Cc1cccc(-n2c(-c3ccccc3)nnc2-c2ccccc2)c1C#N | -0.6 | -1.3 | -0.2 | 2.0 | 0.8 | -0.5 | -1.7 | 14.5 | -0.4
CS(=O)(=O)c1ccc(Cl)c(NC(=O)COC(=O)CNC(=O)c2ccc3ccccc3c2)c1 | -0.2 | -0.6 | -3.0 | 0.0 | -1.0 | -0.6 | 4.0 | -10.2 | 8.8
CCOC(=O)C1=NNC2C(=O)N(CC)C(=O)C12 (stereo not given) | -0.1 | 2.9 | 0.9 | 0.0 | -0.2 | -0.1 | 8.2 | 12.5 | 3.1
O=C(OCc1ccccc1)/C(=C(\O)c1ccccc1Br)c1ccc(-c2ccccc2)cn1 | -0.1 | 6.2 | 2.8 | 7.0 | 1.1 | -6.1 | 6.2 | -9.8 | 7.9
O=C(C1=C[C@H](c2ccc(C(F)(F)F)cc2)C[C@H](OCc2ccc(CO)cc2)O1)N1CCN(Cc2ccc3c(c2)OCO3)CC1 | 0.1 | 5.0 | -6.0 | 1.0 | -6.7 | -1.2 | -11.5 | -10.0 | 5.3
O=C(Cc1ccccc1)NCC(=O)OCC(=O)c1ccc(OC(=O)c2ccccc2)cc1 | 0.8 | 4.0 | -2.4 | 0.0 | 0.8 | 1.9 | 6.5 | -0.6 | 6.9
Oc1ccc(CN2CCN(Cc3ccccc3)CC2)c2cccnc12 | 0.1 | 6.7 | -3.6 | 0.0 | 2.5 | -6.0 | 6.8 | 11.0 | -3.7

A portion of the library (hit frequency here may not be typical).
